Statin myotox sup: suppressors of statin myotoxicity in C2C12 myotubes, primary screen, cell-based, single point, plate reader; rescue of ATP level, % at 7.49 µM; C2C12 myotubes + simvastatin, ATP luminescence, 48 h; scaled: DMSO 0, geranylgeraniol control 100; hit rate 0.78% among 330,000;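 active = mean ATP rescue above about 67%, or every replicate alone reaching that limit, limit read from the data, passing the limit was not always enough; inconclusive = no clear call, values can overlap the other calls; inactive = mean under the limit and some replicate under it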;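 also: myotubes were challenged with 10 µM simvastatin during compound exposure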
Cneo AK release: Cryptococcus neoformans cell lysis inducers, primary screen, AK release luminescence, single concentration | C. neoformans lysis, adenylate kinase release luminescence, 4 h; normalised: neutral wells 0, clomiphene wells 100 | hit rate 0.2% among 360,000 | lysis activity, % at 15 µM;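 active = mean lysis activity across replicates of at least 80%, whatever share of replicates individually reach that level; inactive = mean lysis activity below 80%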
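Assay system: log-phase C. neoformans yeast / Quantity: yeast cell density of 5 × 10^6 cells/mL / Medium: fresh YPD growth medium / Compound: single dose / Timing: static 4 h at 37 °C with compound, 1 h detection / Measured by: adenylate kinase release luminescence / Read-out: lysis from increased AK signal / Benchmarks: Clomiphene as positive lysis control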
LGR2 inh: inhibitors of bursicon-induced LGR2 CRE-luciferase signal, primary screen, cell-based, HEK293, CRE-luciferase reporter, bursicon stimulation; inhibition, % at 9.99 µM; AID 720647, 2013; hit rate 0.35% among 380,000; bursicon-stimulated, 4 h;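 active = drop in luminescence signal, shown as inhibition above about 50% in the replicate tests, limit read from the data, passing the limit was not always enough; inconclusive = probably only some replicates passing the limit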;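 also: agonist challenge used bursicon conditioned medium at about half maximal strength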
PGC1a acetyl inh: inhibitors of PGC1a acetylation signal, primary screen, cell-based, U2OS, AlphaScreen, inhibitor mode | AlphaScreen anti-acetyl-lysine; with virally co-expressed GCN5 acetyltransferase | inhibition, % at 15.6 µM | hit rate 0.17% among 350,000 | AID 651687, 2012;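 active = every replicate shows inhibition of at least 40%; inconclusive = mean inhibition at least 40% but some replicate below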;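 also: 0% = neutral control wells and 100% = positive control wells; some results beyond the cut were filed as inactive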
PglD DTNB: C. jejuni PglD acetyltransferase inhibitors, primary screen, biochemical, DTNB colorimetric, single point | UDP-N-acetylbacillosamine N-acetyltransferase PglD (Campylobacter jejuni) | purified PglD enzyme, DTNB colorimetric CoA detection | inhibition, % at 12.5 µM | hit rate 0.098% among 360,000 | AID 602405, 2012; in the data active = inhibition above about 16%, passing the limit was not always enough; inconclusive = no clear call, values can overlap the other calls; also: strong numbers were not always called active
INS-1E GSIS act: GLuc luminescence reporter in INS-1E cells, primary screen for activators of glucose-dependent secretion of insulin; INS-1E GLuc reporter insulin secretion, 2-3 h; activation, % at 16.6 µM; hit rate 0.61% among 370,000; AID 743287, 2014;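 active = lowest replicate activation of at least 40%, so every replicate reaches that level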;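 also: 0% = median of neutral control wells and 100% = median of IBMX positive control wells; some compounds called inactive have numbers as strong as hits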
PAX8 inh HTS: inhibitors of PAX8-driven TPO luciferase reporter, primary screen, RMG-I cells, single concentration. SteadyGlo, 24 h. inhibition, % at 12.6 µM. hit rate 1.2% among 360,000;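 active = mean replicate inhibition at least 60% with every replicate also reaching 60%; inconclusive = only one of the two criteria is met; inactive = mean below 60% and not all replicates reaching 60%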;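 also: luciferase light reporting Pax8 driven TPO promoter activity; plate controls were median of neutral control wells for no effect and mitoxantrone controls for full effect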
ARNT TACC3 PPI: disruptors of ARNT/TACC3 protein interaction, primary screen, biochemical, AlphaScreen, single concentration | hit rate 0.66% among 390,000 | AlphaScreen His-ARNT PAS-B/GST-TACC3 binding, luminescence; TACC3 fragment carries E629A point mutation | Transforming acidic coiled-coil-containing protein 3 (Homo sapiens), Q9Y6A5 | inhibition, % at 9.99 µM;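 active = mean inhibition of replicates at least 50% and at least half of replicates each reaching 50%; inconclusive = half or more replicates reach 50% but mean below 50%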;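 also: 0% = complete ARNT plus TACC3 wells and 100% = ARNT alone without TACC3; many hits fall short of the cut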
Active calls of the source: *; ? = inconclusive; · = not tested or not shown; & = joins results of further samples; ! = not active in a repeat.

SMILES	Statin myotox sup	Cneo AK release	LGR2 inh	PGC1a acetyl inh	PglD DTNB	INS-1E GSIS act	PAX8 inh HTS	ARNT TACC3 PPI
CCn1cc(C(=O)N2CCCC2)c(=O)c2cc(S(=O)(=O)N(C)C)ccc21	4	-1	-10	12	1	3	1	·
COc1cccc(NC(=O)CSc2nc3c(c(=O)n2C)SC(C)C3)c1 (stereo unspecified)	9	0	1	-1	3	-10	24	-4
CC1CCCCN1C(=O)CSc1nnc(Cc2ccccc2)n1C (stereo unspecified)	23	1	·	0	1	·	·	1
CC[n+]1c(/C=C2/C=C(C)CC(C)(C)C2)sc2ccc(OC)cc21	·	-4	·	8	6	·	·	-18
CCCNC(=O)N1CC2(CN(S(=O)(=O)CC)C2)c2c(n(C)c3cc(OC)ccc23)[C@H]1CO	·	·	0	9	·	-1	-10	·
CC(=O)N1[C@H](CO)[C@H](c2ccccc2)C12CN(C(=O)c1ccccn1)C2	·	·	-2	3	·	0	-15	·
C[C@H]1CN([C@@H](C)CO)C(=O)c2cc(C3=CCCCC3)cnc2O[C@H]1CN(C)C(=O)c1cccc(F)c1	34	-2	3	-4	1	-10	1	-6
O=c1c(-c2ccc(O)cc2)coc2cc(O)cc(O)c12	17	-9	-145	3	1	25	·	2
COc1ccc2c3c(n(C)c2c1)[C@@H](CO)N(C(=O)Nc1ccccc1F)CC31CCN(C)CC1	·	·	-1	0	·	1	-18	·
COC(=O)CCc1c(C)c(C(=O)c2ccco2)c2ccccn12	-20	0	·	7	2	·	·	10
Cn1c(SCc2nnc(-c3ccccc3)o2)nc2ccccc21	·	·	-33	-2	·	-12	-7	-3
O=C(c1cccc(S(=O)(=O)N2CCN(c3ccc(F)cc3)CC2)c1)N1CCN(c2ccccc2O)CC1	2	-3	14	-1	7	6	51	2
O=C([C@H]1[C@H](CO)[C@H]2Cn3c(ccc(-c4cccnc4)c3=O)[C@H]2N1CCC(F)(F)F)N1CCOCC1	-5	1	3	·	0	4	3	-1
CC(OC(=O)CC1CCCCC1)C(=O)Nc1ccc(F)cc1 (stereo unspecified)	15	0	-4	-15	0	-12	-14	-8
Cc1cc(SC#N)cc(C)c1NC(=O)CCl	·	·	7	·	·	16	20	-4
COc1ccc(S(=O)(=O)N2CCC(N3CCN(Cc4ccccc4)CC3)CC2)cc1	·	·	3	-18	·	-3	28	0
C[C@@H]1CCCCO[C@@H](CN(C)C(=O)Nc2ccccc2)[C@H](C)CN([C@@H](C)CO)C(=O)c2cc(NC(=O)Nc3cccc4ccccc34)ccc2O1	·	-1	15	6	1	17	5	1
COc1ccc(C2CC(c3ccccc3)=NN2C(=O)COC(=O)c2cnc(Cl)c(Cl)c2)cc1 (stereo unspecified)	·	·	-15	-6	4	-18	13	-4
CCOC(=O)C(CC)Sc1ccc2nnc(-c3cccnc3)n2n1 (stereo unspecified)	·	·	8	2	·	12	6	0
O=C(C[C@@H]1C=C[C@@H](NC(=O)c2ccc3c(c2)OCO3)[C@H](CO)O1)NCc1ccc(Cl)cc1	-4	-1	-9	7	-1	1	5	-13
Cc1noc(C)c1NC(=O)Nc1ccc2c(c1)C(=O)N([C@H](C)CO)C[C@@H](C)[C@H](CN(C)C(=O)Nc1ccccc1)OCCCC[C@@H](C)O2	?	-4	-17	1	2	-4	-23	-9
CC(C)CC(C(=O)NCc1ccccn1)N1C(=O)c2ccccc2C1=O (stereo unspecified)	·	2	·	3	3	·	·	-16
CCO[C@@H]1OC(C(=O)Nc2ccccc2)=C[C@H](c2coc3ccccc3c2=O)[C@H]1CCCO	6	102*!	·	3	4&4	·	8&-12	-7&3
CC(=O)N1CCc2c(sc(NC(=O)c3ccc(S(=O)(=O)N(C)C)cc3)c2C#N)C1	-6	3	-9	-1	3	-15	-20	4
Clc1cccc(CN2CCc3c([nH]c4ccccc34)C2)c1	-11	0	6	·	2	-2	-6	0

Three entries from above, arranged by molar mass, falling.
SMILES	Statin myotox sup	Cneo AK release	LGR2 inh	PGC1a acetyl inh	PglD DTNB	INS-1E GSIS act	PAX8 inh HTS	ARNT TACC3 PPI
Cc1noc(C)c1NC(=O)Nc1ccc2c(c1)C(=O)N([C@H](C)CO)C[C@@H](C)[C@H](CN(C)C(=O)Nc1ccccc1)OCCCC[C@@H](C)O2	?	-4	-17	1	2	-4	-23	-9
O=C(c1cccc(S(=O)(=O)N2CCN(c3ccc(F)cc3)CC2)c1)N1CCN(c2ccccc2O)CC1	2	-3	14	-1	7	6	51	2
CC(C)CC(C(=O)NCc1ccccn1)N1C(=O)c2ccccc2C1=O (stereo unspecified)	·	2	·	3	3	·	·	-16

Going on with the list:
SMILES	Statin myotox sup	Cneo AK release	LGR2 inh	PGC1a acetyl inh	PglD DTNB	INS-1E GSIS act	PAX8 inh HTS	ARNT TACC3 PPI
O=C1c2ccccc2C(=O)N1CCC1(O)C(c2ccccc2)=Nc2ccccc21 (stereo unspecified)	2	1	5	-6	-3	16	-67	-2
C/C(=N/N1CCN(Cc2cccc3ccccc23)CC1)c1cccnc1	·	3	4	·	-2	-4	11	3
CC[C@H](C)[C@@H](CN[C@H](CCCCNC)CNC)NCC1CCCC1	17	11	-14	8	-1	0	-11	7
O=C(CCN1C(=O)c2ccccc2C1=O)N1CCC(c2ccccc2)C1 (stereo unspecified)	-3	1	·	-2	-7	·	-2	-9
O=S(=O)(c1ccc(Oc2ccccc2)cc1)N1CCOCC1	-5	-2	·	-9	5	0	·	-6
Cc1cc([N+](=O)[O-])nn1Cc1ccc(C(=O)N/N=C/c2ccc(N(C)C)cc2)cc1	·	·	5	-5	·	13	-4	0
C[C@H](CO)N1C[C@H](C)[C@H](CN(C)C(=O)Nc2ccc(C(C)(C)C)cc2)OCc2cnnn2CCCC1=O	1&-15	-4	9&8	-4&-1	-2	13&-6	-12&1	-4
COc1ccc(C(=O)OCCN=C2NS(=O)(=O)c3ccccc32)cc1OC	-18	1	6	-29	-2	12	·	1
Fc1c(CSC(=S)N2CCOCC2)cccc1CSC(=S)N1CCOCC1	·	1	9	1	1	3	26	-1
CCOC(=O)c1c(NC(=O)C2CC2)sc(C)c1CC	·	·	2	·	·	-6	10	-24
C/C(=N\N=C(N)N)c1ccc(C)c(C)c1	·	·	19	-5	·	24	2	1
Clc1ccc(Oc2cnc3ccccc3n2)cc1	-8	-2	·	5	-4	·	-103	-5
CN(Cc1ccc(Br)s1)C(=O)CNC(=O)c1ccc2c(c1)OCO2	0	-3	-34	3	7	·	1	-5
Cc1ccc(NC(=O)CS(=O)CC(=O)N(CC(=O)NC2CCCC2)c2ccc3c(c2)OCCO3)cc1 (stereo unspecified)	-13	·	11	6	·	-2	17	-8
C[C@H](CO)N1C[C@H](C)[C@@H](CN(C)C(=O)Nc2cccc3ccccc23)Oc2c(NS(=O)(=O)c3cccs3)cccc2C1=O	20	-2	-6	-1	-2	-1	·	17
C[C@@H](NC(=O)C[C@@H]1CC[C@@H](NC(=O)Nc2ccc3c(c2)OCO3)[C@@H](CO)O1)c1ccccc1	-5	0	12	8	0	-12	9	4
Cn1nc(C(C)(C)C)c([N+](=O)[O-])c1C(N)=O	·	-11	-2	3	-3	15	13	0
NC(=O)c1ccsc1NC(=O)Cc1ccc([N+](=O)[O-])cc1	-5	1	-15	·	2	4	-31	1
Cc1ccc(Oc2ccc(N)cc2)cc1	30	-2	·	17	5	·	0	23
NC(=O)c1ccc(-n2nc(C(F)(F)F)c3c2CCCC3)cc1	·	·	-3	·	·	10	-29	-9
CCOc1ccc(N(CC)C(=O)CCNC(=O)Cn2ccc3ccccc3c2=O)cc1	5	14	·	2	1	·	·	-2
CN(C)S(=O)(=O)c1ccc(N2CCCC2)c(C(=O)Nc2nc3ccccc3s2)c1	·	2	-6	1	-1	2	-1	-5
Cc1cc2cc(CN(Cc3cccs3)C(=S)NCc3ccco3)c(=O)[nH]c2cc1C	·	0	23	5	4	-34	-2	-5
CCc1nc(N(CC)CC)c2oc3ccccc3c2n1	·	13	·	-4	-2	·	·	2
CC(C)NC(=O)N1CC(=O)N2[C@H](CO)[C@H](c3ccc(/C=C/c4ccccc4)cc3)[C@@H]2C1	·	·	2	0	·	-9	-10	·
Next part:
SMILES	Statin myotox sup	Cneo AK release	LGR2 inh	PGC1a acetyl inh	PglD DTNB	INS-1E GSIS act	PAX8 inh HTS	ARNT TACC3 PPI
COc1ccccc1NS(=O)(=O)c1ccc(C)c(NC(=O)NC2CCCCC2)c1	·	·	5	·	·	-13	24	4
CCOc1cc(N2CCOCC2)c(OCC)cc1NC(=O)COC(=O)c1ccccc1OC(F)F	-3	5	12	3	-4	0	6	0
Cc1cc(C)cc(Nc2ccc(C(=O)O)cc2N)c1	6	0	·	4	9	·	·	4
COc1ccc(CCN2Cc3c(N)cccc3C2=O)cc1OC	8	0	-24	·	0	28	-2	1
CCOc1cc(C)ccc1OCc1nnc(SCC(=O)c2cccc([N+](=O)[O-])c2)n1C	-3	-1	-5	-15	-1	4	·	-8
CC(NCC(O)COc1ccccc1)C1COc2ccccc2O1 (stereo unspecified)	12	2	4	-5	3	-35	19	-5
COc1ccc(/C=C/C(=O)c2ccoc2)cc1	-4	1	-37	·	0	-4	·	-2
CO[C@@H]1CN(C)C(=O)c2ccc(NC(=O)C3CCOCC3)cc2OC[C@@H](C)N(C(=O)Nc2ccc(C(F)(F)F)cc2)C[C@H]1C	-3	-9	24	-1	2	-6	13	-2
COc1ccc(OC(=O)N(C)C[C@@H]2OCc3cn(nn3)CCCC(=O)N([C@H](C)CO)C[C@@H]2C)cc1	-3	·	11	2	·	11	1	·
O=C(NCCCn1ccnc1)C(=O)NCC(c1cccnc1)N1CCN(c2ccccc2)CC1 (stereo unspecified)	3	3	3	·	-2	6	18	37
Nc1nnc(C(c2ccccc2)c2ccccc2)s1	·	1	·	-6	4	·	-11	-3
O=c1[nH]c(CSc2ncnc3sc(-c4ccccc4)cc23)nc2ccccc12	-92	-3	1	0	6	1	6	-5
Cc1ccc(COc2ccc(CNCCCN3CCCCCC3=O)cc2)cc1	11	4	-27	·	-2	0	-9	-2
CCc1nnc2c(NCCc3ccccc3)nc3ccccc3n12	-12	2	-4	-2	-1	7	-10	0
COc1ccccc1NC(=O)/C(=C/c1cccc([N+](=O)[O-])c1)c1ccccc1	-12	0	46	-12	-1	6	4	2
CCOc1ccc(-c2c(C(=O)N/N=C/c3ccc(OC(C)C)cc3)nnn2-c2nonc2N)cc1	2	-2	2	9	8	-29	14	-1
C[C@@H]1CN([C@H](C)CO)C(=O)c2cc(NC(=O)C3CCCCC3)ccc2O[C@H]1CN(C)C(=O)Nc1ccc(F)cc1	10	3	6	·	-2	12	6	-12
CN(Cc1ccccc1)S(=O)(=O)c1ccc(NC(=S)NC(=O)C2CCCC2)cc1	-90	-1	16	-10	-5	-10	·	-5
CCOC(=O)c1ccc(N2C(=O)CC(Sc3nc(O)c(CC)c(=O)[nH]3)C2=O)cc1 (stereo unspecified)	-29	11	-9	-2	-3	8	·	0
N#C[C@@H]1[C@H](c2ccc(-c3ccc(F)cc3)cc2)[C@H](CO)N1c1nc(-c2ccccc2)cs1	-16	1	-10	-5	-3	3	-18	12
